# SENP6 inh: blocks the human protease SENP6; Q9GZR1; Recombinant SENP6 catalytic domain, aminoluciferin luminescence; inhibition, % at 10 µM; 330,000 tested, 1.8% active; AID 2599;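 active means inhibition above about 50% at the single tested dose, limit read from the data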;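 further: plate controls were DMSO wells with enzyme for no effect and DMSO wells lacking enzyme for full effect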
# SENP1 inh: inhibitors of human SENP1 SUMO protease catalytic domain | 360,000 tested, 0.21% active | Q9P0U3 | inhibition, % at 10 µM | recombinant SENP1 catalytic domain, CyPet-SUMO1-YPet FRET cleavage;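 active means inhibition at least 30% at 10 µM, raw YFP signal under a set limit, fluorescence ratio 0.5 to 1.5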;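 further: 0% = enzyme with DMSO and 100% = no enzyme wells; some results filed as inactive read as strong as hits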
# Target sequence (Q9P0U3 419-644 limits assumed): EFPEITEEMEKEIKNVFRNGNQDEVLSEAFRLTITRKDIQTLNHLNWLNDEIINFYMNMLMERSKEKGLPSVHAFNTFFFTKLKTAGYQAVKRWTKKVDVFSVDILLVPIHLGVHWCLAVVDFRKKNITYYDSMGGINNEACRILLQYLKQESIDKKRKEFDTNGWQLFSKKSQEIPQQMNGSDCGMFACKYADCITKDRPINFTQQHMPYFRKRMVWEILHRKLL
#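 Material: hSENP1 catalytic domain, recombinant; medium: Tris pH 8 with BME, BSA, NP40 and catalase; compound: single concentration of 10 µM compound, 0.5% DMSO final; technique: FRET read of cyan and yellow fluorescence; timing: 50 min enzyme reaction, room temperature, light-protected; reagent: SFCypet-SUMO1-SFYpet substrate at 25 nM; control set: no-enzyme low, enzyme-DMSO high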
# SENP7 block: blocks the human protease SENP7 | Q9BQF6 | AID 434973 | 330,000 tested, 1.5% active | inhibition, % at 5 µM | recombinant SENP7, Z-RLRGG-aminoluciferin luminescence, 40 min;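 active means inhibition above about 50% at the single test dose, limit read from the data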;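 further: plate controls were DMSO with enzyme for no effect and no enzyme buffer wells for full effect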
# SENP8 block-1: SENP8 (human) protease inhibition | recombinant SENP8, Nedd8 substrate fluorescence | AID 602440 | inhibition, % at 20 µM | 360,000 tested, 0.64% active; in the data active means inhibition mostly above about 40%, no sharp cut-off; inactive means mostly below about 27%
# Target sequence (Q96LD8 whole entry, looked up): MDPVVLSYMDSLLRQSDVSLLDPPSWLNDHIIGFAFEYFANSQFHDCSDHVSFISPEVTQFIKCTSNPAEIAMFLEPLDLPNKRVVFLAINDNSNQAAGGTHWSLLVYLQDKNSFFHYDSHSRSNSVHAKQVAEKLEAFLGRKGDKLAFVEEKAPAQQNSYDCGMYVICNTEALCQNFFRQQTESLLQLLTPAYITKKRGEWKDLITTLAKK
# SENP8 block-2: blocks the human protease SENP8. inhibition, % at 10 µM. AID 2540. purified SENP8, Z-RLRGG-aminoluciferin cleavage, luminescence. Q96LD8. 330,000 tested, 1.2% active; in the data active means inhibition above about 50%
# Apaf-1 inh: human Apaf-1 inhibition; AID 489030; O14727; inhibition, % at 20 µM; reconstituted apoptosome caspase-3 activity, DEVD-Rh110 fluorescence; 330,000 tested, 0.71% active; active means inhibition of at least 40% at 20 µM;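 further: plate controls were DMSO wells for no effect and DEVD-CHO caspase inhibitor wells for full effect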
#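 System: Apoptosome proteins | Medium: Hepes pH 7.5 with detergent and BSA | Also added: Cytochrome c trigger plus (Z-DEVD)2-Rh110 caspase-3 substrate | Incubation: 30 min compound preincubation, 50 min activation, room temperature | Detection: Rhodamine 110 fluorescence at Ex 480/Em 540 nm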
# UBC13 inh: inhibitors of human UBC13 polyubiquitin chain formation | P61088 | TR-FRET | inhibition, % at 20 µM | 330,000 tested, 0.47% active; in the data active means inhibition above about 45%, passing the limit was not always enough
# Target sequence (P61088 whole entry, looked up): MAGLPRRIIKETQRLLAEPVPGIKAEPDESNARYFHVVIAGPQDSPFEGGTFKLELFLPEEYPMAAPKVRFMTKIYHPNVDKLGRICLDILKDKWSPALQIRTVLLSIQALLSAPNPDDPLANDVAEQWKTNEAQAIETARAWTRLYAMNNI
# A3G deaminase: APOBEC3G (human) deaminase inhibition; Q9HC16; recombinant A3G, ssDNA deamination FAM/TAMRA fluorescence; inhibition, % at 20 µM; 330,000 tested, 0.28% active;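 active means inhibition of at least 40% at 20 µM, with no more than 30% in the related APOBEC3A deaminase screen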;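 further: plate controls were DMSO wells with A3G for no effect and wells lacking A3G enzyme for full effect; some compounds called inactive have numbers as strong as hits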
# Target sequence (Q9HC16 whole entry, looked up): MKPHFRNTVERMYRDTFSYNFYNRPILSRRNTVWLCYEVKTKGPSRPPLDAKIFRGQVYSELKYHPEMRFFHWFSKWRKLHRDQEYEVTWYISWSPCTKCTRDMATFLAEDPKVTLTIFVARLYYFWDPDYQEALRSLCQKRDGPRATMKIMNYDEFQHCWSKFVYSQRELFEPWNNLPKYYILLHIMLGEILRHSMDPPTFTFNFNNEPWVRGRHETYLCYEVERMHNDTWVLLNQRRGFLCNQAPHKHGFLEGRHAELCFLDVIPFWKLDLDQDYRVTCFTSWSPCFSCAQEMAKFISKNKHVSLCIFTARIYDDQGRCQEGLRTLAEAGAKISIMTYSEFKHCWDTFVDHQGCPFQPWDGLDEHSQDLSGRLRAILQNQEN
# An asterisk follows results filed as active; · = no result given; & = joins results of further samples.
canonical_smiles | SENP6 inh | SENP1 inh | SENP7 block | SENP8 block-1 | SENP8 block-2 | Apaf-1 inh | UBC13 inh | A3G deaminase
Cc1cc(=O)c2ccccc2n1Cc1ccccc1 | -1 | 0 | 0 | 23 | -2 | 4 | 7 | -5
CCc1ccccc1NC(=O)CN1CCN(C(=O)CN2C(=O)NC3(CCCCC3C)C2=O)CC1 (stereo not drawn) | 3 | 1 | 1 | 12 | 6 | -2 | -6 | -2
COc1ccc(N2C(=O)CC(NNc3ncc(Cl)cc3Cl)C2=O)cc1 (stereo not drawn) | -3 | -9 | 8 | 8 | 3 | 9 | -3 | -7
CS/C(=N\S(=O)(=O)c1cccs1)Nc1ccc(N2CCOCC2)cc1 | -26 | 1&-1 | 9 | 13&8 | -2 | -3 | 0 | -12
CC1CCN(c2ccc(NC(=O)c3cccnc3Cl)cc2)CC1 | -21 | 7 | -5 | 7 | -8 | -8 | 3 | -3
CCC(C)c1ccccc1N=Cc1ccc2c(c1)OCO2 (stereo not drawn) | 10 | -2 | 5 | 3 | 4 | 6 | 5 | -4
Cc1ccsc1C(=O)N(Cc1nnc(-c2ccccc2Cl)o1)C1CC1 | 7 | -5 | -14 | -8 | -1 | 11 | -4 | -4
CSc1ccc(S(=O)(=O)N2CCCC2)cc1 | -13 | 1 | -1 | 6 | 4 | -10 | 6 | -10
Cc1ccc(CNC(=O)CCCCCNc2nc(=S)[nH]c3ccccc23)cc1 | 3 | · | 12 | · | 8 | -10 | 3 | -11
O=S1(=O)CC=C(CSC(=S)NC2CCS(=O)(=O)C2)C1 (stereo not drawn) | 5 | -1 | 8 | 11 | 3 | -3 | 5 | 0
COC(=O)CN(c1ccc(OCc2ccccc2)cc1)S(C)(=O)=O | -7 | 0 | 3 | 6 | 4 | -3 | 2 | -6
CC(=O)N/C(=N\c1nc(C)cc(C)n1)Nc1ccc2ccccc2c1 | 8 | -1 | 7 | -7 | -4 | 24 | 10 | -4

# (list continues)
canonical_smiles | SENP6 inh | SENP1 inh | SENP7 block | SENP8 block-1 | SENP8 block-2 | Apaf-1 inh | UBC13 inh | A3G deaminase
COc1ccc2nc(C)cc(Nc3cccc(C(=O)O)c3)c2c1 | 7 | 1 | -3 | -37 | -4 | -19 | -4 | 11
COc1ccc(-c2cc(C(=O)N3CCc4ccccc4C3)no2)cc1 | 6 | 6 | 2 | 23 | -9 | 12 | -5 | 1
Cc1ccc(C(=O)NC(=S)NCC2CCCO2)cc1[N+](=O)[O-] (stereo not drawn) | 0 | 2 | 6 | 22 | 1 | 4 | -1 | -3
CCN(C1CCCCC1)S(=O)(=O)c1c(C)n(C)c(=O)n(C)c1=O | 6 | 2 | 1 | 6 | 1 | 5 | 0 | -8
CC(=O)Nc1ccc2c(c1)ncn2-c1ccccc1 | -12 | 3 | 2 | 14 | -11 | -24 | 2 | -3
COc1ccc(/C=C(/NC(=O)c2ccccc2Cl)C(=O)NCCCC(=O)O)cc1 | 9 | 1 | -1 | 3 | 3 | 6 | 1 | 0
COC(=O)c1ccc(Oc2coc3cc(OCc4cnn(-c5ccccc5)c4)ccc3c2=O)cc1 | -1 | -3 | 6 | 0 | 8 | -5 | -3 | -4
COC(=O)CC1C(=O)NCCN1C(=O)CSc1nnc(Nc2ccc(OC)cc2)s1 (stereo not drawn) | -4 | 2 | -8 | 0 | -7 | 6 | -12 | -4
C/C(=N\NC(=O)c1nn(C)cc1Cl)c1ccncc1 | 0 | -2 | 6 | 15 | 0 | -2 | -1 | 0
O=C1CN(C(=O)COc2ccccc2F)c2ccccc2N1 | -6 | 0 | 4 | 17 | 2 | 0 | 7 | -2
CC(/C=N/N1CCN(c2ccccc2)CC1)=C\c1ccco1 | 96* | 1 | 98* | 16 | 95* | -8 | -10 | -3
COc1ccc(C(=O)OCC(=O)Nc2ncc([N+](=O)[O-])s2)cc1OC | 3 | -14 | 8 | 14 | 11 | -9 | -22 | 45

# Remaining list, next part
canonical_smiles | SENP6 inh | SENP1 inh | SENP7 block | SENP8 block-1 | SENP8 block-2 | Apaf-1 inh | UBC13 inh | A3G deaminase
CCCCC(=O)Nc1ccc(C(=O)NNC(=O)CCc2ccccc2)cc1 | -2 | 4 | -4 | 9 | 0 | 6 | 0 | -3
O=C(O)C1=C[C@@H](C2CCCCC2)C[C@@H](OCc2ccc(CO)cc2)O1 | -4 | 2 | 1 | 10 | 5 | 3 | -3 | 0
C=CCNC(=O)NC(=O)Cn1c(=O)c2c(ncn2CC)n(Cc2ccccc2)c1=O | 15 | 2 | 7 | 17 | -4 | 3 | 8 | -7
CCN(c1ccccc1)S(=O)(=O)c1ccc2c(c1)N(C(C)=O)CCS2 | -2 | -2 | -1 | 12 | 1 | 3 | -2 | -6
COCC(C)NC(=O)/C(=C/c1ccccc1)c1ccccc1 (stereo not drawn) | 8 | 1 | 6 | -2 | 1 | 3 | 2 | -4
Cc1ccc(C(=O)NCC(c2ccco2)N2CCCCC2)s1 (stereo not drawn) | -19 | -11 | -5 | -4 | -7 | 5 | -2 | -11
CNC(=O)c1oc(-c2ccc(Cl)cc2)nc1C | -21 | 0 | 2 | -3 | -8 | 0 | -7 | -6
O=C(NCc1cccs1)C1CCCN1C(=O)Nc1ccccc1Cl (stereo not drawn) | -19 | 1 | -4 | 10 | -5 | 7 | 7 | -6
O=C(NC(=S)NC1CCS(=O)(=O)C1)c1cccs1 (stereo not drawn) | -5 | 4 | -4 | 9 | -5 | 9 | -11 | -7
CCN(CC)CCn1c2c(c(SCC(=O)Nc3ccc(C)c(F)c3)nc1=O)CCC2 | -7 | -2 | 9 | 4 | -2 | 8 | 1 | 0
COc1ccc2nc(Nc3nc4cc5c(cc4s3)OCO5)sc2c1 | 2 | -26 | 0 | -307 | -11 | 27 | 3 | 1
O=c1c(O)c(-c2cccs2)oc2ccc(Cl)cc12 | 4 | -24 | -3 | -312 | -6 | -16 | -18 | -52

# As a short view, six of the compounds above.
canonical_smiles | SENP6 inh | SENP1 inh | SENP7 block | SENP8 block-1 | SENP8 block-2 | Apaf-1 inh | UBC13 inh | A3G deaminase
CNC(=O)c1oc(-c2ccc(Cl)cc2)nc1C | -21 | 0 | 2 | -3 | -8 | 0 | -7 | -6
O=C(NCc1cccs1)C1CCCN1C(=O)Nc1ccccc1Cl (stereo not drawn) | -19 | 1 | -4 | 10 | -5 | 7 | 7 | -6
O=C(NC(=S)NC1CCS(=O)(=O)C1)c1cccs1 (stereo not drawn) | -5 | 4 | -4 | 9 | -5 | 9 | -11 | -7
CCN(CC)CCn1c2c(c(SCC(=O)Nc3ccc(C)c(F)c3)nc1=O)CCC2 | -7 | -2 | 9 | 4 | -2 | 8 | 1 | 0
COc1ccc2nc(Nc3nc4cc5c(cc4s3)OCO5)sc2c1 | 2 | -26 | 0 | -307 | -11 | 27 | 3 | 1
O=c1c(O)c(-c2cccs2)oc2ccc(Cl)cc12 | 4 | -24 | -3 | -312 | -6 | -16 | -18 | -52

# Structures above with fluorine (2):
canonical_smiles | SENP6 inh | SENP1 inh | SENP7 block | SENP8 block-1 | SENP8 block-2 | Apaf-1 inh | UBC13 inh | A3G deaminase
O=C1CN(C(=O)COc2ccccc2F)c2ccccc2N1 | -6 | 0 | 4 | 17 | 2 | 0 | 7 | -2
CCN(CC)CCn1c2c(c(SCC(=O)Nc3ccc(C)c(F)c3)nc1=O)CCC2 | -7 | -2 | 9 | 4 | -2 | 8 | 1 | 0

# New compounds follow.
SMILES,SENP6 inh,SENP1 inh,SENP7 block,SENP8 block-1,SENP8 block-2,Apaf-1 inh,UBC13 inh,A3G deaminase
O=C(CN1C(=O)C2C3C=CC(C3)C2C1=O)Nc1nc(SCc2ccc(Cl)cc2)n[nH]1 (stereo not drawn),-23,-2,-2,19,-4,9,3,-8
Cc1ccc(N=Nc2c(O)n(CN3CCOCC3)c3ccccc23)cc1,67*,-2,84*,6,78*,17,-16,-6
Cc1ccc(S(=O)(=O)N2CCCN(c3nccc(C(F)(F)F)n3)CC2)cc1,-24,0,-2,-60,-5,13,0,-2
C/C(=N\OCC(=O)Nc1ccc(OC(F)(F)F)cc1)c1ccc2c(c1)OCCO2,-17,0,5,7,-6,-12,7,6
Cc1ccc(C)c(N2CCN(C(=O)CNS(=O)(=O)c3cccs3)CC2)c1,-1,0,11,1,3,3,6,-1
O=C(O)CCN1C(=O)/C(=C2\C(=O)N(Cc3ccc(F)cc3)c3ccccc32)SC1=S,-21,1,-6,7,-5,12,-29,4
COc1ccc(C(=S)Nc2ccc(C)cc2)cc1,8,0,5,28,-8,3,-2,23
CCOC(=O)N1CCN(C(=O)CSc2nc(CC)nc3c2c(=O)n(C)c(=O)n3C)CC1,0,2,-2,14,0,-2,4,-7
CCCN1C(=O)/C(=C/c2ccc(N3CCCC3)c(C)c2)NC1=S,1,-15,-4,-11,4,12,-168,-64
COc1ccc(-c2nc3c4ccccc4[nH]c(=O)n3n2)cc1,11,2,-10,-96,1,0,7,-2
Cc1cc(C)c(C#N)c(SCCN2CCCCC2)n1,-10,-1,-1,18,-2,9,1,-2
COc1ccc(C(CC(=O)Nc2ccc(F)cc2)c2ccccc2)cc1 (stereo not drawn),7,1,-1,20,-3,5,-5,-5
CN(C(=O)CSc1ncnc2ccccc12)C1CCCCC1,-11,-1,-3,11,-1,-5,7,-8
Cc1cccc(C(=O)NNC(=O)CCC(=O)Nc2cccc(Cl)c2C)c1,-27,1,2,17,-4,-1,10,-8
COc1ccccc1C(=O)Oc1ccccc1C(=O)Nc1ccccc1,15,1,13,-22,6,-3,2,-6

# Three entries from above, sorted by molar mass, largest number first:
SMILES,SENP6 inh,SENP1 inh,SENP7 block,SENP8 block-1,SENP8 block-2,Apaf-1 inh,UBC13 inh,A3G deaminase
CCc1ccccc1NC(=O)CN1CCN(C(=O)CN2C(=O)NC3(CCCCC3C)C2=O)CC1 (stereo not drawn),3,1,1,12,6,-2,-6,-2
COC(=O)c1ccc(Oc2coc3cc(OCc4cnn(-c5ccccc5)c4)ccc3c2=O)cc1,-1,-3,6,0,8,-5,-3,-4
CCN(C1CCCCC1)S(=O)(=O)c1c(C)n(C)c(=O)n(C)c1=O,6,2,1,6,1,5,0,-8

# Carrying on.
SMILES,SENP6 inh,SENP1 inh,SENP7 block,SENP8 block-1,SENP8 block-2,Apaf-1 inh,UBC13 inh,A3G deaminase
Cc1cc(C(=O)CSc2nnnn2-c2ccccc2)c(C)n1CC1CCCO1 (stereo not drawn),0,1,4,5,1,10,2,-3
Cc1cc2c(ncn2Cc2ccccc2)c([N+](=O)[O-])c1C,-6,1,9,20,-6,9,22,-6
COc1ccccc1-n1cnc(N)c1C(=O)c1ccccc1,-22,2,6,18,-5,-4,3,3
O=C(Cc1cscn1)c1ccc(O)cc1O,-2,-3,0,-3,-4,-10,9,-4
Cc1nc(-c2ccc([N+](=O)[O-])cc2)c(-c2ccccc2)o1,-21,2,-8,2,-11,2,1,-7
Cc1nc2sc(C(c3cccc(F)c3)N3CCCCC3)c(O)n2n1 (stereo not drawn),-11,1,-7,10,-8,3,-2,-7
COC(=O)[C@@H]1C(c2c(OC)cc(OC)cc2OC)=NO[C@H]1C(=O)OC,-3,1,1,10,-4,1,-2,-4
CCSc1nnc(Cc2cc(=O)[nH]c(=O)[nH]2)n1-c1ccc(F)cc1,8,3,3,12,1,0,5,-6
CCOC(=O)C(C)Sc1nnc(Cc2cc(=O)[nH]c(=O)[nH]2)n1-c1cccc(OC)c1 (stereo not drawn),-10,10,0,2,-4,2,6,-2
O=C(COC(=O)c1ccccc1OCc1ccccc1Cl)NC1CC1,-1,3,1,17,1,10,4,-4
Cc1csc(NC(=O)c2cncc(Br)c2)n1,-10,-1,-3,2,-10,-3,-4,-10
Cc1cc(C(F)F)nn1CC(=O)NCc1ccco1,-7,2,0,13,-4,-2,-7,-6
COc1cc2c(C#N)c(N3CCN(c4ccccc4OC)CC3)nc(N)c2c(N)n1,16,-32,12,-402,0,3,32,-3
